Screening data (PubChem)
HTT ATP protect = qHTS Multiplex Assay to Identify Dual Action Probes in a Cell Model of Huntington: Cytoprotection (ATP). PC12 HTT-Q103 induced, cytoprotection, ATP luminescence, 40 h. Potency, µM (titrated, usually from 56.4 µM), inactives show cytoprotection (ATP increase), hits mostly activators. actives 0.14% (n = 230,000);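 also: % of control where 0% means no effect; nearly all actives have a fitted effect of over 45% in size; toxic huntingtin expression switched on by the ecdysone agonist tebufenozide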
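Quantitative HTS on tebufenozide-induced (100 nM) PC12 cells expressing HTTQ103 exon 1–GFP; compounds tested as a concentration series; survival measured via cellular ATP.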
GAA spleen mod = qHTS Assay for Inhibitors and Activators of Human alpha-Glucosidase From Spleen Homogenate; Lysosomal alpha-glucosidase (Homo sapiens), P10253; human spleen homogenate, 4-MU-alpha-glucoside fluorescence; Potency, µM (doses to about 79.9 µM), without a hit: at the top dose activity change, negative = inhibition, usual class: inhibitors; actives 0.006% (n = 240,000); AID 2112, 2009;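 also: 0% = enzyme with vehicle and -100% = no enzyme basal signal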
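Compounds were titrated against alpha-glucosidase in spleen homogenate at pH 5.0, with 1 mM 4-methylumbelliferyl substrate for 40 min at 37 C. Reactions were quenched with pH 10 NaOH/glycine and fluorescence measured.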
aGal spleen mod = qHTS Assay for Inhibitors and Activators of Human alpha-Galactosidase From Spleen Homogenate; Alpha-galactosidase A (Homo sapiens), P06280; human spleen homogenate, 4MU-alpha-Gal fluorescence, 40 min; Potency, µM (titrated, usually from 80 µM), without a hit: at the highest dose activity change, negative = inhibition, usual class: inhibitors; actives 0.008% (n = 240,000);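 also: 0% = enzyme with vehicle and -100% = no enzyme basal signal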
Target sequence (P06280 32-429 limits assumed): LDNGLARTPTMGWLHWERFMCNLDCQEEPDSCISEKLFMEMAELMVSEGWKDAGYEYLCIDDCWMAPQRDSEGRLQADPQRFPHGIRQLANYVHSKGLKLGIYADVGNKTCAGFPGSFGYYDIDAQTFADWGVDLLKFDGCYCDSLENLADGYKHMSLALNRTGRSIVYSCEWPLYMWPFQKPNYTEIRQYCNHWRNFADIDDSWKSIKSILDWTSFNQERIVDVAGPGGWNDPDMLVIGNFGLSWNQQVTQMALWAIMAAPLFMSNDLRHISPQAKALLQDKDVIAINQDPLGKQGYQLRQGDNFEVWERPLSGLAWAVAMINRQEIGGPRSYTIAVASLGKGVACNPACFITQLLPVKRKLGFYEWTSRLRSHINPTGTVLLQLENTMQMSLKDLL
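Fluorogenic readout (Ex 365/Em 440 nm) of 4-methylumbelliferone released from 1 mM 4-MU-alpha-galactoside by spleen homogenate, 40 min at 37C, pH 5.0. Data normalized to no-enzyme and enzyme controls; Hill-equation AC50 from compound titrations.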
GAA inhib = qHTS Assay for Inhibitors of Human alpha-Glucosidase as a Potential Chaperone Treatment of Pompe Disease; Lysosomal alpha-glucosidase (Homo sapiens), P10253; purified human GAA, 4-MU-alpha-glucoside fluorescence; Potency, µM (top dose mostly 76.9 µM), for inactives: at the highest dose activity change, negative = inhibition, usual class: inhibitors; actives 0.005% (n = 200,000); AID 1466, 2008;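 also: plate controls were uninhibited enzyme wells for no effect and no-enzyme background for full effect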
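Read-out is 4-methylumbelliferone fluorescence (Ex 365/Em 440 nm) after NaOH/glycine stop at pH 10. Enzyme 4 nM, substrate 400 uM, pH 5.0 citrate buffer, 20 min room temperature; AC50 from Hill-equation concentration-response.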
Tau fibril ThT = qHTS for Inhibitors of Tau Fibril Formation, Thioflavin T Binding; AID 1460, 2008; recombinant tau K18 P301L, heparin-induced fibrillization, ThT fluorescence; Potency, µM (top dose mostly 57.4 µM), for the others: top-dose activity, negative = inhibition, usual class: inhibitors; Microtubule-associated protein tau (Homo sapiens), P10636; actives 2.1% (n = 270,000); also: % is scaled to controls: 0 for no effect and ±100 for the full control effect; nearly all actives have a fitted effect of over 55% in size
Target sequence (P10636 561-689 P618L limits assumed): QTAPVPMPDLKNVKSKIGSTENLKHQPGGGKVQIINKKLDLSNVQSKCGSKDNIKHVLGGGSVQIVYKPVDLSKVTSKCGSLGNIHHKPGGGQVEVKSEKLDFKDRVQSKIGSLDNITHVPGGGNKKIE
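ThT emission at 510 nm, taken 1 hr after adding 30 uM dye, quantifies aggregates formed when 20 uM heparin acts on human tau K18 P301L for 6 hr at 37 C.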
Tau FP inhib = qHTS for Inhibitors of Tau Fibril Formation, Fluorescence Polarization. Microtubule-associated protein tau (Homo sapiens), P10636. K18 P301L tau heparin fibrillization, Alexa594 FP, 6 h. Potency, µM (series often up to 57.7 µM), for inactives: top-dose activity, negative = inhibition, most hits filed as inhibitors. actives 0.39% (n = 280,000). AID 1468, 2008; also: % is scaled to controls: 0 for no effect and ±100 for the full control effect; nearly all actives have a fitted effect of over 55% in size
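Recombinant K18 P301L […], labeled with Alexa 594 at 0.24 uM over 15 uM unlabeled; heparin inducer 20 uM final; 37 C, 6 hr; FP endpoint.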
Tau fluor counter = Counterscreen qHTS for Inhibitors of Tau Fibril Formation, Fluorescence Polarization; tau K18 P301L (four-repeat tau fragment) Alexa594 fluorescence, heparin fibrillization; Potency, µM (doses to about 57.7 µM), for inactives: at the top dose activity change, negative = decrease; actives 0.93% (n = 280,000); also: % is scaled to controls: 0 for no effect and ±100 for the full control effect; nearly all actives have a fitted effect of over 55% in size
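Human K18 P301L tau (15 uM unlabeled plus 0.24 uM Alexa 594-labeled, final) in 100 mM sodium acetate pH 7 was mixed with compound and 20 uM heparin and incubated 6 hr at 37 C.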
GAA glycogen mod = qHTS Assay for Inhibitors and Activators of Human alpha-Glucosidase Cleavage of Glycogen | Lysosomal alpha-glucosidase (Homo sapiens), P10253 | recombinant GAA, glycogen substrate, Amplex Red glucose oxidase fluorescence | Potency, µM (series often up to 76.4 µM), for inactives: at the highest dose activity change, negative = inhibition, most hits filed as inhibitors | actives 0.38% (n = 300,000);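 also: 0% = full enzyme reaction and -100% = no-enzyme basal signal; the screen sought inhibitors and activators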
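qHTS, 1536-well; enzyme 4 nM final; cpd up to 77 uM; substrate bovine liver glycogen 30 ug; 50 mM citrate/phosphate pH 5.0, 0.01% Tween-20; 37 C, 40 min; Amplex Red detection 45 min RT; Hill fit → AC50.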
Starred values were filed as active, the others as inactive; ? = inconclusive; . = not tested or not shown; [ ] = another dose, or the depositor's remark. Calls follow the shape of the dose curve; as a rule, active = well fitted curve in the direction sought with a large enough effect; inconclusive = small, poorly fitted or top-dose-only effect, or another doubt; inactive = no such curve, though single readings can be large; an effect the other way counts as inactive or inconclusive. Potency is read from the fitted curve at half-maximal effect. An unsorted share of the library; about 3.3% have a hit in one of these screens.

SMILES	HTT ATP protect	GAA spleen mod	aGal spleen mod	GAA inhib	Tau fibril ThT	Tau FP inhib	Tau fluor counter	GAA glycogen mod
CCCn1c(SCC(=O)N2CCCC(C)C2)nnc1-c1cccnc1 (stereo unspecified)	-7%[10 µM]	0%	10%	-3%	7%	4%	10%	2%
O=C(Cc1cccs1)NNC(=O)C12CC3CC(CC(C3)C1)C2	4%[10 µM]	-7%	18%	8%	4%	4%	6%	6%
CCCCC1=CC2=C(c3ccco3)C(=O)C(C)(OC(=O)c3ccc(OC)cc3)C(=O)C2=CN1C1CCCC1 (stereo unspecified)	-9%[10 µM]	8%[17.4 µM]	4%[17.5 µM]	.	-4%[11.5 µM]	-3%[11.6 µM]	-5%[11.6 µM]	.
CCOC(=O)/C=C1\NC(C)(C)Cc2cc(OC)c(OC)cc21	-16%	-2%	-2%	-9%[15.4 µM]	-14%	-10%	-9%	13%
N/C(CC(=O)Nc1ccc(F)c(Cl)c1)=N\OC(=O)c1cccs1	23%[10 µM]	0%	9%	.	-4%	3%	-4%	-11%
CC1=NN(c2ccc(Cl)cc2)C(=O)C1C(c1ccccc1O)c1c(C)[nH]n(-c2ccc(Cl)cc2)c1=O (stereo unspecified)	5%[10 µM]	-4%	1%	-10%	?	?	?	?
O=C(CN(CCc1ccccc1)C(=O)CNS(=O)(=O)c1ccccc1)NCC1CCCO1 (stereo unspecified)	-8%[10 µM]	-7%	-4%	-2%	12%	-2%	3%	5%
COc1cccc(CNC(=O)CSc2c3c(nc4ccc(Cl)cc24)CCCC3)c1OC	.	.	.	.	?	-4%	-10%	14%[76.3 µM]
c1csc(-c2noc(CN3CCOCC3)n2)c1	2%[10 µM]	4%	1%	-4%	-6%	3%	-8%	-5%
CCOC(=O)C1CCCN(c2c(N3CCN(C4CCCCC4)CC3)c(=O)c2=O)C1 (stereo unspecified)	-3%	0%	4%	-5%	-12%	-5%	-4%	16%
Cc1ccc(-n2c(=O)[nH]c3cc(C(=O)NC4CCN(Cc5ccccc5)CC4)ccc3c2=O)cc1	-12%	2%	2%	?	4%	2%	-2%	6%
C/C(=N\NC(=S)NCc1ccccc1)c1ccc(C)o1	0%[10 µM]	5%	0%	-1%	-10%	1%	-17%	?
O=C(COc1ccc(-c2nnco2)cc1)N1CCN(S(=O)(=O)c2ccccc2)CC1	-9%	-16%	0%	?	4%	2%	7%	-8%
Cc1ccc(Oc2nc3ccccc3n3c(C)nnc23)cc1	-11%	-16%	?	9%	10%	0%	9%	-12%
c1ccc(-n2nnnc2NCCc2c[nH]c3ccccc23)cc1	?	-7%	-1%	-14%	-15%	7%	-23%	-6%
CCC(=O)Nc1nnc(SCC(=O)c2ccc3c(c2)Cc2ccccc2-3)s1	-9%	-8%	-4%	0%	?	2%	-5%	2%
CCOCCCn1c(=N)c(S(=O)(=O)c2ccc(Cl)cc2)cc2c(=O)n3cccc(C)c3nc21	.	.	.	.	?	-1%	-21%	16%[76.3 µM]
CCN(CC)CCCN(Cc1cc2cc3c(cc2[nH]c1=O)OCCO3)C(=O)Nc1ccccc1	-19%[10 µM]	2%	3%	?	?	-4%	?	3%
Cc1cc(C)cc(-n2nnc(C(=O)NCc3ccc4c(c3)OCO4)c2N)c1	7%[1.9 µM]	0%	-1%	-1%	?	-6%	-26%	-5%
S=C(Nc1ccc(Br)cc1Cl)NC1CCN(Cc2ccccc2)CC1	-2%	0%	3%	2%	-1%	?	?	14%

Two compounds drawn at random from those above:
SMILES	HTT ATP protect	GAA spleen mod	aGal spleen mod	GAA inhib	Tau fibril ThT	Tau FP inhib	Tau fluor counter	GAA glycogen mod
CCC(=O)Nc1nnc(SCC(=O)c2ccc3c(c2)Cc2ccccc2-3)s1	-9%	-8%	-4%	0%	?	2%	-5%	2%
Cc1ccc(Oc2nc3ccccc3n3c(C)nnc23)cc1	-11%	-16%	?	9%	10%	0%	9%	-12%

Some values from above:
Tau fluor counter, c1ccc(-n2nnnc2NCCc2c[nH]c3ccccc23)cc1 : -23%
Tau fibril ThT, CCCCC1=CC2=C(c3ccco3)C(=O)C(C)(OC(=O)c3ccc(OC)cc3)C(=O)C2=CN1C1CCCC1 (stereo unspecified) : -4%[11.5 µM]

Following part
SMILES	HTT ATP protect	GAA spleen mod	aGal spleen mod	GAA inhib	Tau fibril ThT	Tau FP inhib	Tau fluor counter	GAA glycogen mod
O=C(Cn1c(=O)oc2cc(S(=O)(=O)NC3CCCC3)ccc21)Nc1ccc(F)c(F)c1	.	.	.	.	0%	-15%	-30%	12%[76.3 µM]
CCN(CC)CC(=O)N1c2ccccc2Oc2c(c(=O)n(C)c(=O)n2C)C1c1cccc([N+](=O)[O-])c1 (stereo unspecified)	16%[10 µM]	2%	-7%	.	.	11%	-22%	10%
COc1ccc(-c2cc(C(F)(F)F)nc(NCc3ccccc3)n2)cc1	.	.	.	.	-12%	?	-28%	8%[76.3 µM]
O=C(CCNS(=O)(=O)c1cccc2nsnc12)NCCc1ccccc1	-53%[inhibitor]	1%	9%	-2%	3%	2%	3%	3%
C=CCSc1ncnc2sc(C)c(C)c12	.	-5%	5%	10%	-11%	-9%	-10%	-2%
COc1ccc(OC)c(NC(=O)Cn2cnc3ccc(S(=O)(=O)N4CCC(C)CC4)cc3c2=O)c1	.	.	.	.	4%	8%	?	-2%[76.3 µM]
Cc1ccccc1CNCCCSc1nnnn1C	.	.	.	.	-2%	-6%	-2%	-4%[76.3 µM]
S=c1[nH]nc(Cc2cccc3ccccc23)n1-c1ccccc1	9%	-24%	0%	-11%	?	0%	-13%	-21%
CN(C(=O)C1CCN(S(=O)(=O)c2cccs2)CC1)C1CCCCC1	15%[10 µM]	-1%	7%	-3%	0%	-3%	-4%	3%
Cc1nnc(NC(=O)CSc2nc3c(c(=O)n(C)c(=O)n3C)n2C(C)C)s1	15%[10 µM]	-5%	0%	-8%	-6%	4%	-7%	7%
CC[n+]1ccc(/C=C2\Sc3ccccc3N2CCCS(=O)(=O)[O-])c2ccccc21	.	6%	5%	12%	?	0%	-7%	20%
Cc1ccc(NC(=O)COC(=O)CCOc2ccccc2C)cc1	-11%[10 µM]	5%	1%	-5%	-5%	3%	-14%	-7%
COc1ccc(/C=N/NC(=O)CC2N=C(Cc3ccccc3)NNC2=O)cc1OC (stereo unspecified)	.	-1%	1%	0%	0%	-1%	7%	-5%
COc1ccc(OC)c(-c2csc(NC(=O)c3ccc(OCC4CCCO4)cc3)n2)c1 (stereo unspecified)	9%[10 µM]	1%	-2%	?	-17%	-10%	?	10%
COc1ccc(NCCC#N)cc1	-20%	-1%	-3%	-8%	-15%	4%	-5%	?
Cc1ccc(NC(=O)COC(=O)CCC(=O)c2ccc(C(C)(C)C)cc2)c([N+](=O)[O-])c1	-6%[0.074 µM]	-7%	-3%	-3%	-14%	?	-23%	0%
Cc1ccc(C2CC(c3cccc(C)c3)n3ncnc3N2)cc1 (stereo unspecified)	-11%	-15%	-1%	-4%[15.4 µM]	-5%	8%	-2%	-9%
CC(=O)CSc1nnc(NC(=O)CCc2ccccc2)s1	-15%	6%	14%	5%	-4%	-3%	-1%	-10%
CN1CCC(N(C)CC(=O)Nc2cccc(Oc3ccccc3)c2)CC1	2%	-11%	15%	-8%	-4%	-5%	-8%	-2%
COc1ccc(-c2noc(CSc3nc4ccc(C)cc4[nH]3)n2)cc1	.	.	.	.	?	?	?	-11%[76.3 µM]
Cc1cc(NC(=O)C(C)(C)C)no1	-2%[10 µM]	-11%	6%	-3%	1%	5%	6%	-2%
O=C(NCc1ccccc1)C(c1ccccc1)N(C(=O)c1csnn1)C1CC1 (stereo unspecified)	.	5%	3%	7%	2%	0%	3%	6%
O=C(COC(=O)Cc1ccc(-c2ccccc2)cc1)NCc1ccc(F)cc1	-2%[10 µM]	-1%	-3%	1%	-5%	-5%	2%	-10%
CCN(CC)c1ccc(S(=O)(=O)N(CC)CC)cc1NC(=O)C1CCCC1	-8%	2%	-3%	-3%	-3%	7%	-4%	-9%
CS(=O)(=O)n1nc(-c2ccccc2)nc1NCc1ccco1	0%[1.9 µM]	1%	-4%	1%	-4%	4%	2%	4%
COc1ccccc1NC(=O)CSc1nnc(C2CCCCC2)n1-c1ccccc1	35%[10 µM]	0%	1%	.	-15%	4%	-22%	3%
COc1cc(Br)c(C2CC(=O)Nc3cc(OC)c(OC)c(OC)c32)cc1OC (stereo unspecified)	.	.	.	.	-6%	-2%	-13%	-8%[76.3 µM]
COc1ccc([N+](=O)[O-])c(OC)c1C(=O)NC(=O)Nc1nc(C)cc(C)n1	-23%[10 µM]	5%	-22%	-1%[15.4 µM]	2%	3%	3%	-1%
Cc1ccc([N+](=O)[O-])c2c1C(N1CC(C)OC(C)C1)C(C)(C)O2 (stereo unspecified)	-10%	.	-9%	-1%	-6%	5%	-5%	-13%
Cc1cc(NC(=O)C2COc3ccccc3O2)no1 (stereo unspecified)	-5%	-4%	3%	3%	-9%	3%	-11%	14%
CCC(=O)c1cc2c(C)cc(=O)oc2c(C)c1OC(C)=O	.	0%	-2%	8%	-14%	2%	-5%	-1%
CC(=O)Nc1ccc(-c2cc(C(=O)O)c3ccc(C)cc3n2)cc1	1%[10 µM]	5%	0%	7%	-16%	4%	-10%	3%
CC(=O)Nc1ccc(NC(=O)c2ccc(C)c(S(=O)(=O)Nc3cccc(C)c3)c2)cc1	35%[10 µM]	0%	-16%	4%	0%	1%	?	1%
COc1cc(Cl)c(C)cc1NS(=O)(=O)c1c(C)nc2sccn2c1=O	.	.	.	.	3%	0%	-13%	12%[76.3 µM]
Cc1ccc(S(=O)(=O)c2nc(-c3cccs3)oc2N2CCCCC2)cc1	.	.	.	.	-18%	4%	-24%	4%[76.3 µM]
